# BL2 CD40 inh: CD40 pathway inhibition in BL2 cells; BL2 NF-kB luciferase reporter, CD40L-induced, 4 h; inhibition, % at 10 µM; hit rate 0.94% among 83,000; AID 1053188;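 active means mean inhibition of at least 50% with a set share of replicates also reaching that level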;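 further: 0% = neutral control wells and 100% = IKK inhibitor VII at 50 µM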
# Active calls of the source: *; & = joins results of further samples; [ ] = another dose, or the depositor's remark. Some of the compounds tested (hit frequency here may not be typical).
SMILES,BL2 CD40 inh
c1cncc(C2CCCCN2Cc2ccc3c(c2)OCO3)c1 (configuration not stated),-14.7
O=C(O)[C@H]1[C@H](CO)[C@H]2Cn3c(ccc(C4=CCCCC4)c3=O)[C@@H]1N2C(=O)Cc1ccccn1,0.9[25 µM]
O=C(CCCOc1ccc(Cl)cc1Cl)N1CCC2(CC1)OCCO2,-26.6
CN1C(=O)NC(=O)[C@]2(Cc3ccccc3N3CCN(c4ccccc4)CC32)C1=O (some centres not stated),-8.9
CC(C)COC(=O)c1ccccc1C(=O)OCC(C)C,5.9
C[N+]1(C)C2CCC1CC(OC(=O)C(CO)c1ccccc1)C2 (configuration not stated),22.0
O=C(Cc1ccccn1)N1CCCCN2[C@@H](CO)[C@@H](c3ccc(Br)cc3)[C@@H]2C1,-3.8[25 µM]
Nc1cc(Cl)cc(C(=O)O)c1Cl,7.9
C1CCC2S[C@H]3CCCCC3NC2C1 (some centres not stated),1.5
Oc1c(Br)cc(-c2ccccc2)cc1Br,0.8
C/C=C/c1ccc(C2[C@@H]3CN(C(=O)C4CC4)C[C@H]2N3)cc1 (some centres not stated),0.9&-4.8
O=C1CC(=O)N(Cc2ccccc2)C(=O)N1,2.4
CCNC(=O)C1OC(n2cnc3c(N)ncnc32)C(O)C1O (configuration not stated),2.0[25 µM]
Cc1ccc2c(c1)CC1(CN2C)C(=O)NC(=O)N(CCC2=CCCCC2)C1=O (configuration not stated),-29.0
Cc1cccc(OCC(=O)N2CCN(Cc3ccncc3)CC2)c1,8.4
CCC1CN1P(=O)(N1CCCC1)N1CC1CC (configuration not stated),-0.5
COc1ccc2c(c1O)-c1c(OC)c(OC)cc3c1[C@H](C2)N(C)CC3,-0.2
CN(C(=O)Cc1ccc(Cl)c(Cl)c1)[C@H](CN1CCCC1)c1ccccc1,3.6[25 µM]
O=[N+]([O-])c1oc2ccc3ccccc3c2c1CCO,-5.2
c1ccc2sc(C3CCCNC3)nc2c1 (configuration not stated),2.4
Cc1nn(CC(C)C)c(Cl)c1C(=O)NC1CCCCC1,-17.5
Cc1cccc(CN2CCN(c3ccc(Cl)cc3)CC2)c1,12.6
N#CC1c2ccccc2C=CN1C(=O)c1ccc(N(CCCl)CCCl)cc1 (configuration not stated),-3.1
Cn1c(N2CCNCC2)nc2ccccc21,4.6
COc1ccccc1NC(=O)COC(=O)c1cn(C)c2ccccc12,7.0
Cc1ccc(-c2nc3ccccc3c(=O)n2-c2cc(C)ccn2)cc1,-36.2
COC(=O)[C@@H]1[C@@H](CO)[C@@H]2Cn3c(cccc3=O)[C@H]1N2Cc1nccs1,11.8[25 µM]
COC(=O)[C@@H]1[C@@H](CO)[C@@H]2Cn3c(ccc(-c4ccc(F)cc4)c3=O)[C@H]1N2C(=O)c1ccccc1F,-13.3[25 µM]
CCN1CCN(C(=O)COc2ccc(S(=O)(=O)N3CCOCC3)cc2C)CC1,6.2
CCN(CC)C(=O)c1ccc(NC(=O)c2cccc(S(=O)(=O)N3CCN(Cc4ccccc4)CC3)c2)cc1,17.5
O=C(C1CCCN(c2nnc(-n3cccc3)s2)C1)N1CCC2(CC1)OCCO2 (configuration not stated),-9.0
COC(=O)[C@H]1[C@H](CO)[C@H]2Cn3c(cccc3=O)[C@@H]1N2CCc1ccccc1,0.0[25 µM]
COc1ccc(OC(=O)N(C)C[C@H]2OCc3cnnn3CCCC(=O)N([C@@H](C)CO)C[C@@H]2C)cc1,-0.4
CN1CCN(Cc2cn3cccnc3n2)CC1,3.3
CCN1CCN(C(=O)Cc2coc3ccc4ccccc4c23)CC1,-1.0
Cc1ccc2c(c1)C1CN(C)CCC1N2C(=O)COc1ccc(S(=O)(=O)N2CCOCC2)cc1 (configuration not stated),1.8
C/C=C/c1ccc(C2[C@@H]3CN(C(=O)CN(C)C)C[C@H]2N3)cc1 (some centres not stated),-3.2&-10.7[25 µM]
CC12CCC3C(CC=C4CC(O)CCC43C)C1CC(=CN1CCOCC1)C2=O (configuration not stated),6.6
O=C1NC(=O)C(Nc2ccc(Cl)c(Cl)c2)C(=O)N1,9.8
CC1CCC[C@H](O)CCCCCc2cc(O)cc(O)c2C(=O)O1 (some centres not stated),26.3
OC[C@@H]1Nc2ccc(C#Cc3cccnc3)cc2[C@H]2NCC[C@@H]12,6.3[25 µM]
Nc1ccc2cc(Br)ccc2c1,1.8
CC(C)[C@@]1(NC(=O)[C@@H]2CC3c4cccc5[nH]cc(c45)C[C@H]3N(C)C2)O[C@@]2(O)[C@@H]3CCCN3C(=O)[C@H](Cc3ccccc3)N2C1=O (some centres not stated),-0.1[25 µM]
CCC(=O)c1cn(Cc2ccccc2)c2ccccc12,9.3
O=c1[nH]c2ccccc2n1C1CCN(CCCC(c2ccc(F)cc2)c2ccc(F)cc2)CC1,23.9
COc1ccc(C(=O)Nc2cccc(S(=O)(=O)NCc3ccco3)c2)cc1,-0.9
O=C(CF)N(O)c1ccc(C=Cc2ccccc2)cc1,-79.1
CC(O)(CS(=O)(=O)c1ccccc1)C(=O)Nc1cccc(C(F)(F)F)c1 (configuration not stated),5.1
CC(C)NC(=O)N1[C@@H]2Cn3c(ccc(-c4cccc(C(=O)N(C)C)c4)c3=O)[C@H]1[C@@H](C(=O)O)[C@@H]2CO,4.3[25 µM]
O=C(O)C1=CCCN(CCOC(c2ccc(C(F)(F)F)cc2)c2ccc(C(F)(F)F)cc2)C1,-13.8[25 µM]

# Remaining list, next part
SMILES,BL2 CD40 inh
COC(=O)[C@H]1[C@H](CO)[C@H]2Cn3c(ccc(-c4ccccc4F)c3=O)[C@@H]1N2Cc1cccnc1,-11.2[25 µM]
CC1NC(=O)NC(=O)C1Br (configuration not stated),20.6
COC(=O)c1c(C)[nH]c(C(=O)C(C)[N+]23CCN(CC2)CC3)c1C (configuration not stated),7.8
COc1ccc(CCNCc2cccn2C)cc1OC,7.9
CCOP(=O)(NC(C)C)Oc1ccc(SC)c(C)c1 (configuration not stated),1.3
O=C1C2CCN(CC2)C12CC2c1ccc(C(F)(F)F)cc1 (configuration not stated),0.2
COc1cccc(C2=NOC(C(=O)N3CCC4(CC3)OCCO4)C2)c1 (configuration not stated),-82.1
COc1ccc(O)c(CN2CCCC(C(=O)c3sccc3C)C2)c1 (configuration not stated),6.9
O=C(O)c1nn(Cc2ccc(Cl)cc2)c2ccccc12,7.6
O=C(Cc1ccccn1)N1CCCCN2[C@H](CO)[C@@H](c3ccc(-c4ccccc4F)cc3)[C@H]2C1,20.7[25 µM]
O=C(O)[C@@H]1[C@@H](CO)[C@@H]2Cn3c(ccc(-c4cccnc4)c3=O)[C@H]1N2C(=O)Nc1cc(F)ccc1F,1.1[25 µM]
COc1cc(CC2(CCc3ccncc3)C(=O)N(C)C(=O)N(C)C2=O)cc(OC)c1OC,8.0
Cc1ccc2nc3c(cc2c1)CC1(C(=O)N(C)C(=O)N(C)C1=O)C1COCCN31 (configuration not stated),-20.5
COc1ccc(CN2CCN(C(=O)Cc3ccccc3)CC2)c(OC)c1,-1.5
COc1cccc(-c2ccc([C@@H]3[C@@H](CO)N4CCCCN(C(=O)Cc5ccncc5)C[C@@H]34)cc2)c1,0.0[25 µM]
Cc1ccc(OCCSC2=NN2c2cc(C)nc(N)n2)cc1,16.7
COc1cccc(-c2ccc([C@H]3[C@H](CO)N4CCCCN(C(=O)Cc5ccncc5)C[C@@H]34)cc2)c1,-9.7[25 µM]
O=C(Cc1ccncc1)N1CCCCN2[C@@H](CO)[C@H](c3ccc(-c4ccncc4)cc3)[C@@H]2C1,3.5[25 µM]
COC(=O)[C@@H]1[C@@H](CO)[C@@H]2Cn3c(ccc(C4=CCCCC4)c3=O)[C@H]1N2CCc1ccccc1,18.8[25 µM]
CC(C)c1ccc(C(c2c(O)c3ccccc3oc2=O)c2c(O)c3ccccc3oc2=O)cc1,17.6
FC(F)(F)CN1C[C@@H]2N[C@H](C1)C2c1ccc(Br)cc1 (some centres not stated),1.6
COc1ccc(C2=NCC(=O)N(CC(=O)NCc3ccco3)c3sc4c(c32)CCCC4)cc1,8.6
NC(=Nc1ccccc1)NN=Cc1c[nH]c2ccccc12,-25.0
CCOC(=O)c1c(C)n(Cc2ccco2)c2c1cc(O)c1ccccc12,1.6
O=C1NC(=O)N(Cc2ccccc2)C(=O)C1Cc1ccccc1 (configuration not stated),1.1
c1cnc(OCCN2CC2)cn1,0.1
COc1ccc(-n2cnc3cc(C(=O)N4CCC5(CC4)OCCO5)ccc32)cc1,-8.5
OC(c1ccc(F)cc1)C(c1ccccc1)N1CCOCC1 (configuration not stated),3.9
O=C(Cc1cccnc1)N1CCCCN2[C@H](C1)[C@@H](c1ccc(C#CC3CCCC3)cc1)[C@@H]2CO,-4.0[25 µM]
CN1CCN(c2ccc([N+](=O)[O-])c(NCc3ccco3)c2)CC1,14.5

# Some of the entries above, set out differently:
SMILES	BL2 CD40 inh
O=C(O)[C@@H]1[C@@H](CO)[C@@H]2Cn3c(ccc(-c4cccnc4)c3=O)[C@H]1N2C(=O)Nc1cc(F)ccc1F	1.1[25 µM]
COc1cc(CC2(CCc3ccncc3)C(=O)N(C)C(=O)N(C)C2=O)cc(OC)c1OC	8.0
Cc1ccc2nc3c(cc2c1)CC1(C(=O)N(C)C(=O)N(C)C1=O)C1COCCN31 (configuration not stated)	-20.5
COc1ccc(CN2CCN(C(=O)Cc3ccccc3)CC2)c(OC)c1	-1.5
COc1cccc(-c2ccc([C@@H]3[C@@H](CO)N4CCCCN(C(=O)Cc5ccncc5)C[C@@H]34)cc2)c1	0.0[25 µM]
Cc1ccc(OCCSC2=NN2c2cc(C)nc(N)n2)cc1	16.7
COc1cccc(-c2ccc([C@H]3[C@H](CO)N4CCCCN(C(=O)Cc5ccncc5)C[C@@H]34)cc2)c1	-9.7[25 µM]
O=C(Cc1ccncc1)N1CCCCN2[C@@H](CO)[C@H](c3ccc(-c4ccncc4)cc3)[C@@H]2C1	3.5[25 µM]
COC(=O)[C@@H]1[C@@H](CO)[C@@H]2Cn3c(ccc(C4=CCCCC4)c3=O)[C@H]1N2CCc1ccccc1	18.8[25 µM]
CC(C)c1ccc(C(c2c(O)c3ccccc3oc2=O)c2c(O)c3ccccc3oc2=O)cc1	17.6
FC(F)(F)CN1C[C@@H]2N[C@H](C1)C2c1ccc(Br)cc1 (some centres not stated)	1.6
COc1ccc(C2=NCC(=O)N(CC(=O)NCc3ccco3)c3sc4c(c32)CCCC4)cc1	8.6
NC(=Nc1ccccc1)NN=Cc1c[nH]c2ccccc12	-25.0
CCOC(=O)c1c(C)n(Cc2ccco2)c2c1cc(O)c1ccccc12	1.6
O=C1NC(=O)N(Cc2ccccc2)C(=O)C1Cc1ccccc1 (configuration not stated)	1.1
c1cnc(OCCN2CC2)cn1	0.1
COc1ccc(-n2cnc3cc(C(=O)N4CCC5(CC4)OCCO5)ccc32)cc1	-8.5

# Next compounds follow.
SMILES,BL2 CD40 inh
CNC(=O)N(C)c1nnc(C(C)(C)C)s1,3.4
CCOC(=O)C1(c2ccccc2)CCN(CC(O)c2ccc(NC(C)=O)cc2)CC1 (configuration not stated),-17.1
Cn1c(=O)c2c(nc(-c3ccc(N(CCCl)CCCl)cc3)n2C)n(C)c1=O,17.3
C[C@]12CCC(=O)C=C1CCC1C2CC[C@@]2(C)C1CC[C@]2(C)O (some centres not stated),3.6
Cc1cc(C(=O)OCC(=O)Nc2c(F)cccc2F)c(C)n1C1CC1,-11.1
Cc1ccc(-n2c(=S)[nH]c3ccccc3c2=O)cc1F,-102.5
COC(=O)[C@@H]1[C@@H](CO)[C@@H]2Cn3c(ccc(-c4ccc(F)cc4)c3=O)[C@H]1N2C(C)=O,-0.3[25 µM]
COC(=O)Nc1nc2ccccc2[nH]1,-1.7
O=[N+]([O-])c1ccccc1Cl,12.1
O=C1CNC[C@H]2[C@@H](c3ccc(Br)cc3)[C@H](CO)N12,-3.3[25 µM]
CN(C(=O)Oc1cccc2ccccc12)C1C=CCC1 (configuration not stated),-116.8
NC(Cc1ccccc1)c1csc(Nc2ccccn2)n1 (configuration not stated),-31.3
CCCNC(=O)N1CCC2(CC1)OCCO2,-22.1
Cn1cc(C(=O)OCC(=O)NC2CCCC2)c2ccccc21,-16.5
O=C(Cc1ccncc1)N1CCCCN2[C@H](CO)[C@H](c3ccc(C#Cc4ccccc4F)cc3)[C@@H]2C1,-12.0[25 µM]
N#Cc1c(N2CCNCC2)nc(-c2ccco2)c2c1CCCC2,-10.3
COC(=O)[C@@H]1[C@@H](CO)[C@@H]2Cn3c(cccc3=O)[C@@H]2N1CC1CC1,4.4[25 µM]
CS(=O)(=O)N1C[C@@H]2N[C@H](C1)C2c1ccccc1 (some centres not stated),-4.6&0.7
COC(=O)[C@@H]1[C@@H](CO)[C@@H]2Cn3c(ccc(-c4cccc(F)c4)c3=O)[C@H]1N2Cc1cccnc1,-9.2[25 µM]
O=[N+]([O-])c1ccc(N2CCCC(C(F)(F)F)C2)c2ccncc12 (configuration not stated),11.7
O=C1NC(=O)C(=Cc2ccc(Cl)cc2)C(=O)N1,5.7
CC=Cc1ccc2n(c1=O)C[C@H]1[C@H](CO)[C@@H](C(=O)N(C)C)N[C@@H]21 (mixture of isomers),3.8
C[N+]1(C)CCC(OC(=O)C(c2ccccc2)c2ccccc2)CC1,2.8
CC1=NOC2(C)Nc3ncnn3C(c3ccccc3)C12 (configuration not stated),-8.6
FC(F)(F)CN1CC2NC(C1)C2c1ccc(Br)cc1 (configuration not stated),-3.1
c1cncc(C2CC(c3cccs3)n3ncnc3N2)c1 (configuration not stated),3.0
CN1CCCN(C(=O)COc2ccccc2Br)CC1,-0.6
COc1ccc2[nH]c(C)c(CCNCc3cn(C)c4ccccc34)c2c1,24.7
O=C1NC(=O)C2(Cc3ccccc3N3CCCC32)C(=O)N1c1ccc(Cl)cc1 (configuration not stated),-4.6
C[C@]12CCC3C(CC[C@H]4C[C@@H](O)CC[C@]34C)C1CCC2=O (some centres not stated),6.6
O=C(Cc1cccnc1)N1CCCCN2[C@H](CO)[C@H](c3ccc(C#CC4CCCC4)cc3)[C@@H]2C1,15.8[25 µM]
CC(C)OC(=O)C1C2c3ccccc3C(c3ccccc32)C1C(=O)O (configuration not stated),7.0
CC=Cc1ccc2n(c1=O)C[C@@H]1[C@@H](CO)[C@H](C(=O)OC)[C@H]2N1C(=O)CC1CC1 (mixture of isomers),-18.7[25 µM]
COc1ccc(CNC(=O)/C=C/c2ccc3[nH]cc(CCN(C)C)c3c2)cc1,0.1[25 µM]
CC1(CCCc2ccc(N(CCCl)CCCl)cc2)NC(=O)NC1=O (configuration not stated),-7.1
Cn1cc(C(=O)OCC(=O)N2CCCCC2)c2ccccc21,-8.3
